# Scp1 inh: Scp-1 (human) phosphatase inhibition | Q9GZU7 | Recombinant Scp1, phosphopeptide, malachite green phosphate absorbance | inhibition, % at 20 µM | 0.88% of 340,000 active | AID 493091;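 active means inhibition above about 50% at 20 µM, limit read from the data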;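 further: plate controls were DMSO wells with enzyme for no effect and wells lacking enzyme for full effect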
# Target sequence (Q9GZU7 76-261 limits assumed): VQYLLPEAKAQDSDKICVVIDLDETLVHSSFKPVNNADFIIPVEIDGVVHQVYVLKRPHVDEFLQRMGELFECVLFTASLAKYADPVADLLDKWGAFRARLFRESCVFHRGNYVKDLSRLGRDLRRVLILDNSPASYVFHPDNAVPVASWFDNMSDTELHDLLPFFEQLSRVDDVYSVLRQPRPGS
#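 Test system: SCP-1 catalytic domain; Buffer or medium: Acidic Tris acetate buffer with magnesium and detergent; Also added: Phosphorylated 17-residue peptide substrate; Compound: single 20 µM dose, 1% DMSO; Schedule: enzyme reaction 45 min at room temperature, colour 5 min, stabilisation 30 min; Signal: Phosphate-binding colour reagent, absorbance read at 630 nm.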
# SKN-1 block: inhibitors of C. elegans SKN-1; C. elegans VP596 Pgst-4::GFP/RFP ratio, acrylamide-induced, 24 h; inhibition, % at 21.8 µM; 0.49% of 360,000 active; AID 624304;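 active means interference check ratio from 0.5 to 1.5 plus GFP to RFP signal ratio inhibition reaching or exceeding a fixed threshold, cut at about 30% in these data, passing the limit was not always enough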; further: some compounds called inactive have numbers as strong as hits
# NRP1-CendR mod: NRP-1/CendR interaction modulation; inhibition, % at 25 µM; FAM-RPARPAR peptide binding to NRP-1, fluorescence polarization; 0.85% of 360,000 active; O14786; AID 602438;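 active means inhibition or corrected inhibition above about 18%, plus a signal ratio from 0.5 to 1.5, limit read from the data, passing the limit was not always enough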; further: strong numbers were not always called active
# DNMT1 block: blocks human DNA methyltransferase DNMT1; P26358; AID 588458; 0.83% of 360,000 active; DNMT1 molecular beacon, Hinp1I cleavage, fluorescence; inhibition (reported as % activation of signal), % at 10 µM; in the data active means inhibition above about 50%
# STEP block: STEP (human) phosphatase inhibition; 0.25% of 360,000 active; P54829; recombinant STEP, OMFP fluorogenic substrate, fluorescence; inhibition, % at 20 µM;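 active means inhibition at 20 µM, scaled per plate between control wells, above about 37%, limit read from the data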;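 further: 0% = DMSO with enzyme and substrate and 100% = substrate only without enzyme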
#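 Material: STEP (striatal-enriched tyrosine phosphatase) enzyme, cell-free; Compound dosing: 20 µM single dose in 1% DMSO; Technique: fluorescence read at 480 nm ex / 540 nm em; Times: reaction 20 min, ambient temperature; Medium: 50 mM Bis-Tris pH 6.0 with 2.5 mM DTT and 0.005% Tween 20; Also added: OMFP at 25 µM.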
# SUMO1 PPI mod: SUMO1-SIM interaction modulation | 0.33% of 360,000 active | inhibition, % at 20 µM | SUMO1 binding to a labelled peptide, TR-FRET, 1 h | P63165; in the data active means inhibition above about 37%
# Target sequence (P63165 whole entry, looked up): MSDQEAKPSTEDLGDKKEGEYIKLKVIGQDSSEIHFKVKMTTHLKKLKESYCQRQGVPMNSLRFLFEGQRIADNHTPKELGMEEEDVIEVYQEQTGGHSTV
# LMPTP inh: LMPTP (human) inhibition | recombinant LMPTP-A, OMFP fluorogenic substrate, fluorescence intensity | 0.22% of 360,000 active | P24666 | inhibition, % at 20 µM;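 active means compounds that cut the enzyme signal by at least half of the control window in the single-dose screen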;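 further: plate controls were DMSO wells with enzyme plus substrate for no effect and substrate without enzyme for full effect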
#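 Test system – LMPTP-A enzyme · Amount – LMPTP-A at 0.625 nM final in the reaction · Buffer or medium – Bis-Tris pH 6.0, DTT, detergent · Reagent – OMFP 400 µM · Doses – single 20 µM dose · Schedule – reaction 50 min, room temperature, dark · Detection – fluorescence intensity of OMFP turnover product · Evaluation – percent inhibition versus substrate-only and uninhibited controls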
# Neddyl block: inhibitors of human cullin neddylation; P61081+Q13564; TR-FRET cullin neddylation, biochemical; calls only at 25 µM; 0.58% of 360,000 active; AID 651699; in the data active means inhibition above about 36%
# Target sequence (P61081 whole entry, looked up): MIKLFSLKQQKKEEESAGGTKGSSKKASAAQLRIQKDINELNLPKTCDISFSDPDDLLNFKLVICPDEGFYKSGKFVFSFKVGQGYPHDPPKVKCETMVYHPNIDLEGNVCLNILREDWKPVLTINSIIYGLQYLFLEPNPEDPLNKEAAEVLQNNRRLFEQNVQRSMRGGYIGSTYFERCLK
# Target sequence (Q13564 whole entry, looked up): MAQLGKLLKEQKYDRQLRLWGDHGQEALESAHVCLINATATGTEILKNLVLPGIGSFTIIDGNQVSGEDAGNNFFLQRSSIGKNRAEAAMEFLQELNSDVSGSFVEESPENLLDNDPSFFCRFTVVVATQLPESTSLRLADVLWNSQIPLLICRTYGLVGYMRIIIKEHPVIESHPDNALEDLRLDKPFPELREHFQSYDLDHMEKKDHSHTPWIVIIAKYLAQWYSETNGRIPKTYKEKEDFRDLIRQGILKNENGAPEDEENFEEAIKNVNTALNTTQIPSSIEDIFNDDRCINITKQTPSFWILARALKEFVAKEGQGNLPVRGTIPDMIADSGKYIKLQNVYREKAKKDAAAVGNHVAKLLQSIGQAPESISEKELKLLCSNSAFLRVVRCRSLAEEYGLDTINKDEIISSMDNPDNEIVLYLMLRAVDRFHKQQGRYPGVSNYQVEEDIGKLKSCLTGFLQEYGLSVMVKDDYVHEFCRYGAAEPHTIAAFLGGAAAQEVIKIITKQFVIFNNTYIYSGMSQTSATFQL
# TbMetRS inhib: blocks T. brucei methionyl-tRNA synthetase activity; purified T. brucei MetRS, ATP depletion, Kinase-Glo luminescence; inhibition, % at 11.9 µM; 0.4% of 360,000 active;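 active means inhibition above a per-plate cutoff of the control wells' mean inhibition plus 3 SD, cut at about 5.5% in these data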;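 further: 0% = DMSO wells median and 100% = median of wells with control inhibitor compound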
#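 System: purified T. brucei MetRS enzyme / Detection: Kinase-Glo luciferase luminescence reporting remaining unconsumed ATP / Medium: HEPES buffer with MgCl2, KCl, DTT, spermine, BSA, pyrophosphatase / Replication: singlicate, one well per compound / Evaluation: percent inhibition relative to median high and low control wells / Schedule: 2 h aminoacylation at 25 °C after 15 min preincubation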
# NadD block: NadD (S. aureus) enzyme inhibition; purified NadD enzyme, colorimetric absorbance read-out; inhibition, % at 20 µM; 0.78% of 360,000 active; in the data active means inhibition above about 26%; further: some compounds past the cut are filed as inactive
# Numbers without * were called inactive; i = inactive; · = no result given.
Scp1 inh,SKN-1 block,NRP1-CendR mod,DNMT1 block,STEP block,SUMO1 PPI mod,LMPTP inh,Neddyl block,TbMetRS inhib,NadD block,molecule
-3,-8,8,2,-6,-1,-1.6,i,-0.4,-8,O=C(c1ccco1)N1CCN(Cc2cn[nH]c2-c2ccc(F)cc2F)CC1
4,-1,13,1,-3,3,-2.1,i,-0.4,-2,O=C(NCc1ccccn1)C1CC(c2ccc(F)cc2)=NO1 (stereo unspecified)
2,1,-6,-1,4,6,1.1,i,0.1,5,c1ccc(C2[C@H]3CN(Cc4cccnc4)[C@H](c4ccccc4)C34CC2(c2cccnc2)C4)cc1 (stereo partly specified)
-9,-2,-5,1,-1,1,-1.6,i,0.0,1,CSc1cccc(NC(=O)C2CCN(S(C)(=O)=O)CC2)c1
-8,-3,0,-1,0,4,4.5,i,0.0,-5,CC(C)C(=O)Nc1ccc(COc2ccccc2CN(Cc2ccccc2)C(=O)OC(C)(C)C)cc1
7,1,12,9,0,-2,0.0,i,-0.5,2,COc1ccc2oc(C(=O)OCC(=O)Nc3ccc(N4CCOCC4)cc3)c(C)c2c1
-12,2,8,0,-4,8,-1.0,i,-0.4,-1,O=C(CN1CCN(c2ccc(F)cc2)CC1)Nc1nccs1
-8,3,-6,12,-2,32,0.5,i,-0.8,14,Cc1c(Cc2ccccc2)c(=O)oc2c(C)c(OCC(=O)Nc3ccc(C#N)cc3)ccc12
-4,24,-11,-1,2,3,-0.5,i,-0.1,-6,CCOc1ccccc1C(=O)NC(C)c1ccc2c(c1)OCO2 (stereo unspecified)
·,15,-2,14,-1,-3,-0.8,i,-0.7,5,Cc1cc2oc(=O)cc(CN3CCN(c4ccccc4)CC3)c2cc1Cl
-8,-13,-23,-4,3,3,1.1,i,-0.1,-3,CCCn1c(SCC(=O)Nc2ccc(F)c(Cl)c2)nc(O)cc1=O
-5,12,8,-1,-1,1,-1.4,i,-0.2,0,Nc1ncnc2c1ncn2-c1ccccc1Cl
·,16,-4,-6,3,-5,2.8,i,0.0,0,CC(=O)Nc1cc(-c2ccccc2F)cn2c(-c3ccccc3)cnc12
-10,-8,-4,2,-1,4,-0.4,i,0.3,4,CC1(C)Cc2nc3oc4c(=O)n(CC(=O)Nc5ccccc5)cnc4c3cc2CO1
-5,20,11,-1,0,-2,0.9,i,-0.3,-5,COC(=O)c1cn(NC(=O)CCC2CCCC2)c(=O)c2ccccc12
-5,0,0,2,-1,0,-0.6,i,-0.4,3,COc1ccc(CCNC(=O)Cn2cc(C(F)(F)F)cc(Cl)c2=O)cc1OC
6,11,-12,-2,-1,-2,-2.6,i,-0.2,0,COC(=O)CC1C(=O)NCCN1C(=S)NC(=O)c1ccccc1[N+](=O)[O-] (stereo unspecified)
-5,0,-2,-1,-2,3,0.2,i,0.2,-2,COc1cc(C(=O)NCc2nnc(SCC(=O)Nc3cccc(C)c3)o2)cc(OC)c1OC
5,6,15,0,-2,37*,-2.7,i,-0.2,-6,CCC(C)[C@@H](CN)NCC1(c2ccccc2)CC1 (stereo partly specified)
-3,14,-1,0,-4,-1,-0.5,i,-0.3,-4,CC(C)N(C(=O)COC(=O)c1cncc(Br)c1)C(C)C
-6,10,3,-4,-2,0,-0.2,i,-0.2,-2,O=C(NN1C(=O)c2ccccc2NC1c1ccco1)c1ccc([N+](=O)[O-])cc1 (stereo unspecified)
-3,-16,-5,0,1,5,-0.1,i,-0.4,-11,CCN1CCN(CCCNC(=O)c2ccc3c(=O)n(CCc4ccccc4)c(=O)[nH]c3c2)CC1
-10,15,-6,1,-5,3,-0.9,i,0.0,2,CC(C)OCCCNC(=O)c1ccc(N(C)S(C)(=O)=O)cc1
-9,-8,2,-3,-1,-3,-0.7,i,0.3,6,CCOc1ccccc1OCCCC(=O)Nc1cccc(-n2cnnn2)c1C
3,3,2,-2,-3,2,0.1,i,0.1,-1,CNC(=S)NCCc1ccc(OC)c(OC)c1
79*,5,-81,54*,7,16,-0.1,i,0.0,7,Cc1nc2ccc(C(=O)O)cc2c2c1CC(C)S2 (stereo unspecified)
3,4,-3,2,-2,2,-0.7,i,-1.0,-6,CCOC(=O)C1(c2csc(N)n2)COC(=O)C1 (stereo unspecified)
-6,-11,0,7,2,4,-0.2,·,-0.8,-2,Cc1nc2c(c(C)nn2-c2ccccc2)c(C)c1CCC(=O)NCCCOC(C)C
-17,6,1,3,3,-8,-1.5,i,0.6,-6,O=C(CC1=NCCNC(c2ccccc2)C1)c1ccccc1O (stereo unspecified)
-3,11,-16,-1,3,-3,-0.4,i,-0.2,0,CCc1sc(C(=O)N2CCN(CC(=O)Nc3cccc(F)c3)CC2)cc1C
-3,13,-8,-10,-1,2,1.1,i,0.0,0,CC(C)OC(=O)c1ccc(NCc2cc(O)ccc2O)cc1
3,8,12,12,0,0,-0.6,i,-1.5,4,COc1cccc(C2=NCCc3cc4c(cc32)OCO4)c1OC
-8,3,-2,0,4,4,0.7,i,-0.4,-2,Cn1c(C(=O)NCCCN2CCCC2=O)cc2c(=O)n(C)c3ccccc3c21
-5,-2,-3,-3,-1,3,0.4,i,0.0,1,Cn1c(-c2ccc3c(c2)OCO3)cnc1N
-1,19,2,3,1,-1,0.6,i,0.2,4,CCN(CC(=O)NCc1ccc(F)cc1)CC(=O)NC1CCCC1
-8,-7,2,-1,-1,4,-1.4,i,-0.1,-3,COC(=O)CC1C(=O)NCCN1C(=S)NC(=O)c1sc2ccccc2c1Cl (stereo unspecified)
-4,7,4,-1,-3,12,-1.3,i,-0.2,2,Cc1nn(C)c(C)c1CNC(=O)c1cc2n(n1)C(C(F)(F)F)CC(c1cccs1)N2 (stereo unspecified)
86*,-28,-15,54*,16,-9,13,·,-0.8,-2,O=C1Nc2ccc(S(=O)(=O)NCc3ccccn3)c3cccc1c23
-19,0,9,-4,4,3,-0.7,i,-0.4,-8,Cc1cc2nc(C3CCN(C(=S)NCCCOC(C)C)CC3)[nH]c2cc1C
7,10,16,0,0,-1,-1.9,i,-0.1,-8,COc1cccc(N2CCN(C(=O)c3cc(C)oc3C)CC2)c1
·,12,11,-26,-5,4,3.2,i,-0.5,0,Cc1ccc(-c2ccc3c(c2)O[C@H](CN(C)C(=O)Nc2ccc(C(F)(F)F)cc2)[C@H](C)CN([C@H](C)CO)S3(=O)=O)cc1
-3,-2,-12,-4,-2,-24,-1.2,i,0.1,-7,COc1ccc(CNC(=O)COc2ccc(C)nc2[N+](=O)[O-])cc1
-1,3,-7,-28,0,4,-0.2,i,-0.3,6,CCN(C(=O)CSc1nnc(C)c(=O)[nH]1)c1cccc2ccccc12
-3,10,-4,-1,3,1,0.2,i,0.0,-6,CCOC(=O)c1sc(=S)n(-c2ccc(C)cc2)c1SC
-5,-2,-5,-26,3,-12,3.7,i,0.5,24,COc1cc(/C=N/NC(=O)c2cc3ccccc3cc2O)ccc1OCCN1CCCCC1
-8,-9,2,41,6,15,57*,i,-1.3,0,CN(C)S(=O)(=O)c1ccc(C(=O)OCC(=O)c2ccc3c(c2)NC(=O)CO3)cc1
6,-12,-4,-3,1,3,1.9,i,-0.1,7,COc1ccccc1N(CC(=O)Nc1ccc(Cc2ccncc2)cc1)S(=O)(=O)c1ccccc1
0,13,-9,-1,1,-18,-0.1,i,0.2,0,Cc1nn(CC(=O)NC(=O)NC2CCCCC2C)c(=O)c(C#N)c1C (stereo unspecified)
-2,1,7,-1,0,-1,-2.2,i,-0.3,-1,Cc1ccc(S(=O)(=O)N2CCN(S(=O)(=O)c3c(C)n[nH]c3C)CC2)cc1C
-2,5,8,0,6,-4,4.6,i,0.0,1,Cc1ccc(-c2nc(COC(=O)C3=NN(c4ccccc4)C(=O)CC3)cs2)cc1
-4,-3,-11,0,3,1,-2.4,i,0.1,1,O=C1C(Cc2ccc3[nH]ccc3c2)NC(=S)N1c1ccccc1 (stereo unspecified)
1,18,-8,2,-3,-5,2.1,i,-0.9,0,O=C(Nc1ccc2ncccc2c1)c1cccc(Br)c1
-5,3,-2,-1,1,0,-1.2,i,0.5,0,Cc1nnc(SCC(=O)Nc2ccccc2F)n1Cc1ccco1
4,6,4,2,-1,0,-0.3,i,0.0,12,Cc1scc(-c2n[nH]c(=S)n2C(C)c2ccccc2)c1C (stereo unspecified)
7,10,15,12,-1,2,0.0,i,-1.0,0,COc1ccc(-c2nnn(CC(=O)N(CC(=O)NC3CCCC3)c3ccccc3)n2)cc1OC
3,1,4,6,2,-14,-0.3,i,0.1,-3,C/C(=N\Nc1ccc(Cl)c(C(=O)O)c1)c1cccc([N+](=O)[O-])c1

# Next section
Scp1 inh,SKN-1 block,NRP1-CendR mod,DNMT1 block,STEP block,SUMO1 PPI mod,LMPTP inh,Neddyl block,TbMetRS inhib,NadD block,molecule
-2,-6,6,-2,-2,-4,-0.8,i,-0.3,1,O=C(Nc1ccccc1)OCC1CCCN2CCCCC12 (stereo unspecified)
8,-1,0,3,-4,7,-0.3,i,-1.4,1,Cc1ccccc1C(=O)NN1C(=O)CSC1=S
-9,7,-3,-7,-3,6,0.5,i,0.3,-7,COC(=O)Nc1ccc(S(=O)(=O)N2CCCc3ccccc32)cc1
-6,0,13,4,0,-8,-0.6,i,-0.3,-2,COc1ccc2oc(=O)c(C(=O)C[n+]3cccc(C)c3)cc2c1
-14,-11,1,3,-6,0,-1.6,i,-0.9,-4,O=C(CN1CCCCC1)NC1CCc2cc3c(cc21)CCC3 (stereo unspecified)
-8,-10,6,5,1,-1,-0.7,i,-0.8,-4,CCSc1nnc(C)n1-c1ccc(C(=O)O)cc1
2,1,-22,0,-1,0,-1.8,i,-0.8,-6,CC(Oc1ccccc1)C(=O)N1CCN=C1SCc1ccccc1 (stereo unspecified)
-2,-6,7,-1,0,-2,-0.7,i,-1.5,1,CS(=O)(=O)N(CC(=O)NCc1ccc2c(c1)OCO2)Cc1ccc(Cl)cc1

# An excerpt from above in order of length of the SMILES, smallest number first:
Scp1 inh,SKN-1 block,NRP1-CendR mod,DNMT1 block,STEP block,SUMO1 PPI mod,LMPTP inh,Neddyl block,TbMetRS inhib,NadD block,molecule
8,-1,0,3,-4,7,-0.3,i,-1.4,1,Cc1ccccc1C(=O)NN1C(=O)CSC1=S
-14,-11,1,3,-6,0,-1.6,i,-0.9,-4,O=C(CN1CCCCC1)NC1CCc2cc3c(cc21)CCC3 (stereo unspecified)
2,1,-22,0,-1,0,-1.8,i,-0.8,-6,CC(Oc1ccccc1)C(=O)N1CCN=C1SCc1ccccc1 (stereo unspecified)
-9,7,-3,-7,-3,6,0.5,i,0.3,-7,COC(=O)Nc1ccc(S(=O)(=O)N2CCCc3ccccc32)cc1
-2,-6,7,-1,0,-2,-0.7,i,-1.5,1,CS(=O)(=O)N(CC(=O)NCc1ccc2c(c1)OCO2)Cc1ccc(Cl)cc1
